TRPV1 agonist: human TRPV1 agonism | Q8NER1 | TRPV1-expressing cells, Fluo-8 calcium influx, agonist mode | activation, % at 8.33 µM | 0.19% of 320,000 active | AID 540275; in the data active means activation above about 80%; inconclusive means between about 30% and that limit; further: 0% is about no effect
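Cells expressing TRPV1 were dye-loaded with Fluo-8 and read kinetically: 10 s baseline, 3 min after compound (agonist portion), then 2 min after EC20 capsaicin (allosteric enhancer portion). Calcium-bound dye fluorescence at 480/520 nm.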
S-ASM inh: human S-ASM enzyme inhibition. placental ASM, HMU-PC fluorogenic substrate, 60 min. Potency, µM (highest dose often 57.5 µM), inactives show at the highest dose activity change, negative = inhibition, hits mostly inhibitors. 0.006% of 340,000 active. AID 504937; further: potency means the concentration at half of the fitted maximal effect
Target sequence (P17405 47-631 limits assumed): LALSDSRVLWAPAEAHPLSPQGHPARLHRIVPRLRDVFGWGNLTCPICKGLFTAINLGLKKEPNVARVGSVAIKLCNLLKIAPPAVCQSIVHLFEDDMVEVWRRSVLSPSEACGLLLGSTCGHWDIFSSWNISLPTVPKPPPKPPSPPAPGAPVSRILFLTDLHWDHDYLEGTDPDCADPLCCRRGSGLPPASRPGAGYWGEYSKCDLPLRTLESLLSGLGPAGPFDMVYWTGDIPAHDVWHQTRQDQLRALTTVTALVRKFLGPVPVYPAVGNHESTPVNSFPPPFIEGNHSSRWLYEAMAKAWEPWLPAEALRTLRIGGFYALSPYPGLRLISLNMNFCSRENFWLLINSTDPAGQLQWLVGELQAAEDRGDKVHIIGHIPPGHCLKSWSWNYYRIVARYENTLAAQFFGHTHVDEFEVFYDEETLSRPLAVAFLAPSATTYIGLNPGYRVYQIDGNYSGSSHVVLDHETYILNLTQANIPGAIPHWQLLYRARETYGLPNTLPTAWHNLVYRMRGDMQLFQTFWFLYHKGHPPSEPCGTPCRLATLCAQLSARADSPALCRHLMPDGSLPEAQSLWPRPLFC
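HMU-PC0 cleavage (9 uM final) by human placental ASM, 60 min at 37 °C following 10 min compound exposure at RT; stopped at pH 10, fluorescence Ex 386/Em 447 nm.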
a7 integrin act: activators of alpha7 integrin expression for muscular dystrophy; alpha7betagal myoblasts, beta-gal FDG fluorescence, 48 h; Potency, µM (top dose mostly 38.3 µM), for the others: at the highest dose activation, most hits filed as activators; 0.064% of 350,000 active; AID 624291;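 further: potency means the concentration at half of the fitted maximal effect; 100% = response of the positive control SU9516; nearly all actives have a fitted effect of over 60% in size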
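alpha7betagal+/- myoblasts (passage 13, 250/well) treated 48 h at 37C with compounds at 1:260 dilution of DMSO stock. Lysed, then beta-galactosidase activity read as FDG fluorescence (ex 480/em 540) after 30 min, with pre-read for autofluorescence.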
Coupling enz: coupling enzyme interference in Giardia aldolase counter-screen; activity change, negative = inhibition, % at 58.2 µM, hits read low; coupling enzyme system counterscreen, AmpLite Red fluorescence; 0.67% of 290,000 active; AID 2472; in the data active means activity change below about -30%; further: on the % scale 0 is the no-effect control and ±100 the full control effect
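Coupling enzymes only (glyceraldehyde-3-phosphate) + compound, at 57.5 uM final, 10 min RT; add substrate/coupling/AmpLite Red mix, 20 min RT; fluorescence ex 525/em 598 nm. Actives flag coupling-system interference.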
MLL CXXC-DNA inh: blocks binding of human MLL CXXC domain to DNA | Q03164 | MLL-CXXC / FITC-HOXA9 DNA fluorescence polarization | Potency, µM (series often up to 115 µM), for inactives: at the highest dose activity change, negative = inhibition, hits mostly inhibitors | 0.037% of 290,000 active | AID 2662; active means well fitted inhibition curve with a large enough effect in the polarisation, with a control signal flat, not every such curve was filed as active; inconclusive means small, poorly fitted or top-dose-only effect, or effect the other way, or a change in a side signal; inactive means no such curve, though single readings can be large or run the other way; the % refers to the polarisation; further: potency means the concentration at half of the fitted maximal effect
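Steps: dispense CXXC domain solution (7 uM) → pin compounds or unlabeled HOX-A9 DNA control → 5 min ambient → add FLSN-HOX-A9 solution (50 nM) → spin → 30 min ambient → fluorescence polarization. Tris pH 7.5/NaCl/DTT/BSA buffer.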
GALK inhibitor: galactokinase (human) inhibition | P51570 | Potency, µM (doses to about 57.5 µM), for inactives: at the top dose activity change, negative = inhibition, most hits filed as inhibitors | Purified GALK, Kinase-Glo residual ATP luminescence | 0.007% of 270,000 active; further: potency means the concentration at half of the fitted maximal effect; on the % scale 0 is the no-effect control and ±100 the full control effect
Target sequence (P51570 whole entry, looked up): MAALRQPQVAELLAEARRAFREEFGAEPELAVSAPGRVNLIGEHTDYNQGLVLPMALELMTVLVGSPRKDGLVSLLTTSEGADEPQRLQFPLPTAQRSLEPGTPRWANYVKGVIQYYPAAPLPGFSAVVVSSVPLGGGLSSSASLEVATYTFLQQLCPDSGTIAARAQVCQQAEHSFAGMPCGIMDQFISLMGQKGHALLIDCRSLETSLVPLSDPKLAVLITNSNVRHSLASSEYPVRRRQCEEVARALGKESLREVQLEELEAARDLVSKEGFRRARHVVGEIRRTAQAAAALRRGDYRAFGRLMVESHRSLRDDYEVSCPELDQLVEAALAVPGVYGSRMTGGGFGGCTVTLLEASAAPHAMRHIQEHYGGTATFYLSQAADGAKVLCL
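Human GALK (5 nM) with 35 uM ATP and 100 uM galactose in 20 mM HEPES pH 8.0, 5 mM MgCl2, 60 mM NaCl, 1 mM DTT, 0.01% BSA. After 1 h at room temperature, leftover ATP was read by Kinase-Glo Plus luminescence.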
MBNL1-CUG inh: MBNL1-poly(CUG) RNA binding inhibition; TR-FRET MBNL1-His/biotin-(CUG)12 binding, 665/545 ratio; Potency, µM (titrated, usually from 57.5 µM), inactives show top-dose activity change, negative = inhibition, most hits filed as inhibitors; 0.036% of 280,000 active; AID 2675; active means well fitted inhibition curve with a large enough effect in the signal ratio, with a control signal flat, not every such curve was filed as active; inconclusive means small, poorly fitted or top-dose-only effect, or effect the other way, or a change in a side signal; inactive means no such curve, though single readings can be large or run the other way; the % refers to the signal ratio; further: potency means the concentration at half of the fitted maximal effect; on the % scale 0 is the no-effect control and ±100 the full control effect
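Ratiometric TR-FRET (665 over 545 nm, excitation 340 nm) tracks disruption of MBNL1-His/biotin-(CUG)12 complex after 60 min at room temperature, with compounds at 92 nM to 58 uM final.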
A-T KAP1 phos: potential ataxia-telangiectasia treatments restoring KAP-1 phosphorylation. […] A-T fibroblasts, KAP-1 phosphorylation AlphaLISA; neocarzinostatin DNA damage 30 min before lysis. Potency, µM (doses to about 57.5 µM), for inactives: top-dose activation, usual class: activators. 0.19% of 320,000 active; further: potency means the concentration at half of the fitted maximal effect; % of control where 0% means no effect; nearly all actives have a fitted effect of over 45% in size
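hTERT-immortalized A-T patient fibroblasts ([…]), 500 cells/well in OPTI-MEM, 1% FBS, got compounds for 60 min, then NCS for 30 min at 37C. Lysates were then assayed for phospho-KAP-1 by AlphaLISA (anti-pKAP1 donor, anti-KAP1 acceptor beads), 6 hr at 25C.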
KCNH2 3.1 block: KCNH2 3.1 (human) potassium channel inhibition; U2OS KCNH2 3.1, thallium flux FluxOr; active compounds read low; activity change, % (tested at about 1.8 µM); 0.95% of 340,000 active;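 active means maximum activity change below -70%; inconclusive means maximum activity change from -70% to -50%; inactive means maximum activity change above -50%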;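 further: thallium influx rate constant from kinetic fluorescence after stimulation buffer; on the % scale 0 is the no-effect control and ±100 the full control effect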
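U2OS cells transduced with KCNH2 3.1 mutant virus (1.77 x 10^8 /mL, 4 h), plated overnight at 37 C, loaded 45 min with FluxOr dye plus Red40 quencher. Thallium flux rate constant from kinetic reads after stimulation buffer, normalised to controls.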
KCNH2 WT inh: KCNH2 (human, wildtype) channel inhibition; U2OS, BacMam KCNH2, thallium flux FluxOr; active compounds read low; activity change, % at 1.84 µM; 0.37% of 340,000 active; AID 720551;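 active means maximum activity change below -70%; inconclusive means maximum activity change between -70% and -50%; inactive means maximum activity change above -50%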; further: on the % scale 0 is the no-effect control and ±100 the full control effect
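U2OS cells transduced with wild-type KCNH2 virus are loaded with FluxOr dye for 45 min, and thallium flux is measured in kinetic reads before and after stimulation buffer. Rate constants are normalized to DMSO controls.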
* = called active by the depositor; u = inconclusive; x = no result given; & = joins results of further samples; [ ] = remark or other dose. Unless noted, the call rests on the fitted dose curve; in most records, active means well fitted curve in the direction sought with a large enough effect; inconclusive means small, poorly fitted or top-dose-only effect, or another doubt; inactive means no such curve, though single readings can be large; an effect the other way counts as inactive or inconclusive.

entry | Molecule | TRPV1 agonist | S-ASM inh | a7 integrin act | Coupling enz | MLL CXXC-DNA inh | GALK inhibitor | MBNL1-CUG inh | A-T KAP1 phos | KCNH2 3.1 block | KCNH2 WT inh
1 | O=C(Nc1ccc2c(c1)CCC2)c1ccc(F)c(S(=O)(=O)N2CCOCC2)c1 | u | -3% | -23% | 1 | 12% | 1% | x | 1% | -15 | 0
2 | CCCCn1c(=O)[nH]c(=O)c2c1nc(-c1cccc(OC)c1)n2C | 7 | -24% | 14% | -2 | -10% | 14% | -2% | 3% | -24 | 2
3 | Cc1c(Nc2c3c(c(C#N)c4nc5ccccc5n24)CCC3)c(=O)n(-c2ccccc2)n1C | 0 | x | x | -3 | -10% | -4% | 22% | 2% | x | x
4 | COc1ccc(S(=O)(=O)NC2CCCC2)cc1Br | 4 | 2% | 4% | 6 | -2% | 0% | 13% | 1% | -32 | -16
5 | Cc1nnc(NC(=O)c2cccc(S(=O)(=O)N(C)c3cccc(Cl)c3)c2)s1 | 5 | -7% | -15% | x | x | x | x | -2% | 20 | -2
6 | CC(C)OP(=O)(OC(C)C)C(Nc1ccccc1)c1ccc2c(c1)OCO2 (configuration not stated) | 24 | -1% | 18% | -1 | 14% | 0% | -5% | 1% | 1 | 7
7 | O=C(CSc1nc2ccccc2c(=O)[nH]1)Nc1ccc(C(=O)O)cc1 | 4 | 2% | 4% | 9 | -5% | 1% | x | -1% | 13 | -8
8 | CCOC(=O)N1C2=NC(C(=O)OC)=C(C(=O)OC)[C@@H]3N(Cc4ccccc4)c4ccccc4[C@]23C[C@H]1C(=O)OC | x | -3% | 0% | 0 | x | x | x | x | 7 | 7
9 | COc1ccc(C2c3c(ncn(CCCO)c3=N)Oc3ccc4ccccc4c32)cc1 (configuration not stated) | u | -14% | -53%[inhibitor] | 4 | 16% | -3% | -8% | 37% | -26 | 1
10 | CN(C)/C=C/C(=O)c1ccc(F)cc1 | -4 | -3% | -9%[7.66 µM] | 5 | -1% | -1% | -1% | 12% | 4 | -16
11 | CC(=O)Nc1ccc(S(=O)(=O)N2CCNC(=O)C2)cc1 | x | -1% | -13% | x | x | x | x | 9% | 0 | -4
12 | CN=C(c1ccco1)n1c(=S)nc(-c2ccco2)n(C)c1=S | -2 | -1% | -42% | -16 | -4% | 3% | 14% | 1% | -7 | 2
13 | CC(C)CC(OC(=O)c1ccco1)C(=O)NC1CCCC1 (configuration not stated) | 0 | -3% | -3% | 0 | -2% | 5% | -1% | 6% | 12 | -5
14 | CCOC(=O)N1CCN(C(=O)C2CCCN(S(=O)(=O)c3cc(C)ccc3OC)C2)CC1 (configuration not stated) | -4 | 0% | 8% | 5 | -1% | 0% | -2% | -12% | 6 | -12
15 | Cc1ccn(CC(=O)NC2CCCN(Cc3ccc(CC(C)C)cc3)C2)n1 (configuration not stated) | 9 | 1% | 29% | x | 2% | -2% | 1% | 10% | -16 | 15
16 | CC(=O)Nc1ccc(NC(=O)C2CC(=O)N(c3cccc(Cl)c3)C2)cc1 (configuration not stated) | 1 | 2% | 9% | -2 | 3% | 9% | -3% | 5% | 7 | -8
17 | Cc1ccc(OCC(=O)Nc2ccc(NC(=O)c3ccccc3)cc2)cc1C | -3 | -17% | 16% | 0 | 7% | 0% | 2% | 0% | -11 | 0
18 | CN(C(=O)CSc1nnc2ccccn12)c1c(N)n(Cc2ccccc2)c(=O)[nH]c1=O | -1 | 2% | 26% | 3 | -1% | 1% | -3% | 1% | -4 | -4
19 | Nc1c(C(=O)NCc2ccc3c(c2)OCO3)nnn1Cc1ccc(Br)cc1 | 9 | -1% | 10% | -1 | -2% | x | 3% | -3% | -8 | 1
20 | c1ccc(NNC2=NCCCCC2)cc1 | 1 | 2% | -23% | 1 | -3% | 0% | -8% | 3% | 1 | 4
21 | COc1ccc(Nc2nnc(-c3ccc(C(=O)NCCO)cc3)c3ccccc23)cc1 | 0 | -6% | 15% | -2 | 7% | -6% | u | 8% | -3 | -33
22 | CC(Oc1ccccc1)C(=O)N/N=C/c1ccccn1 (configuration not stated) | 1 | 7% | 22% | -1 | 9% | -2% | -11% | 1% | 7 | -9
23 | O=C1CSC(c2cccc([N+](=O)[O-])c2)N1c1ccc(O)cc1 (configuration not stated) | -1 | 2% | 25% | 1 | 8% | 4% | u | 0% | 14 | 2
24 | CCCCn1c(N)c(N(CC(C)C)C(=O)c2cc3c(s2)CCCCC3)c(=O)[nH]c1=O | 2 | 7% | 6% | x | x | x | x | -6% | 1 | -4
25 | Cc1ccc(N=Cc2cc(Br)cc(Cl)c2O)cc1 | 0 | 2% | 13% | -3 | -2% | -3% | 9% | 2% | -30 | -9
26 | CC(=O)N1[C@H](C)C=C[C@]1(Cc1ccccc1)C(=O)NCc1cc(F)cc(C(F)(F)F)c1 | 23 | -10% | 15% | -1&-1 | 3% | x | -13% | -4% | x | x
27 | O=C(c1ccco1)N1C2C=CC(C2)C1(C(F)(F)F)C(F)(F)F (configuration not stated) | 2 | 2% | -6% | -11 | -9% | 1% | -5% | 6% | 4 | -30
28 | COc1ccccc1CC(=O)NNS(=O)(=O)c1cccc([N+](=O)[O-])c1 | -2 | 4% | 10% | 0 | 9% | -2% | u | 14% | -11 | 5
29 | COc1ccc(C(=O)NC2CCN(S(=O)(=O)c3ccc(C)cc3)CC2)cc1 | 1 | 3% | 8% | 0 | -2% | -3% | 1% | -18% | 9 | -9
30 | CCOC(=O)N1CCN(C(=O)COC(=O)C2CCN(S(=O)(=O)c3c(C)c(C)cc(C)c3C)CC2)CC1 | 3 | -3% | -2% | x | x | x | x | 4% | -15 | -10
31 | CCCn1ccc2c(OCC(=O)Nc3ccc(NC(C)=O)cc3)cccc2c1=O | -2 | 0% | 14% | x | x | x | x | 6% | -14 | 1
32 | COc1cc(/C=N/n2nnnc2N)ccc1OCC#N | 0 | 3% | 16% | -1 | -10% | 3% | u | -5% | 5 | 6
33 | Cc1[nH]c2ccccc2c1C(=O)C(=O)N1CC(C)OC(C)C1 (configuration not stated) | -2 | -3% | 18% | 1 | 7% | 5% | -2% | -1% | 12 | -2
34 | C/C=C/c1ccc(OCC(=O)NCc2ccccc2OC)c(OC)c1 | 23 | 3% | 0% | -1 | -2% | 0% | 3% | 9% | -2 | -10
35 | Cc1ccccc1-n1c(C)nnc1SCC(=O)N1CCc2ccccc2C1 | 0 | 4% | 3% | 0 | 12% | 2% | x | -1% | -14 | 4
36 | CCCOC(=O)c1c(NC(=O)/C=C/c2cnn(C)c2C)sc(C(=O)OC)c1C | 1 | 37% | -7% | 5 | -4% | 2% | -7% | 4% | 15 | 31
37 | COC(=O)c1[nH]c2cc(OC)c(OC)cc2c1NC(=O)CN1CCN(Cc2ccccc2)CC1 | 30 | x | x | 5 | -4% | 2% | -1% | 14% | x | x
38 | COc1ccc(/C=C/C(=O)NCC(=O)n2nc(C)cc2C)cc1 | -5 | -1% | 38% | 9 | 2% | 11% | -9% | -1% | 9 | 1
39 | Cc1cc(C)n2nc(SCC(=O)c3ccccc3)nc2n1 | -5 | 2% | 24% | -1 | 2% | 0% | -5% | 7% | -19 | -11
40 | O=C(Nc1nc2cc3c(cc2s1)OCCO3)C1=COCCO1 | u | 1% | -4% | 0 | 45%[activator] | 10% | 2% | 12% | 2 | -10
41 | O=C1CCC(C(=O)N2CCN(c3ccccc3Cl)CC2)CN1CC1CCCCC1 (configuration not stated) | u | -2% | -17% | -4 | -1% | 6% | -1% | -1% | -6 | -8
42 | Cc1ccc(N2CC(C(=O)Nc3nnc(SCC(=O)NCC4CCCO4)s3)CC2=O)cc1C (configuration not stated) | 2 | 2% | 12% | x | 10% | -1% | 1% | 1% | 17 | -4
43 | O=C(NCCc1ccccc1)C(=O)NCC1OCCN1S(=O)(=O)c1ccc2c(c1)OCCO2 (configuration not stated) | 12 | -1% | -20% | x | 3% | -2% | 0% | -7% | -6 | 2
44 | Cc1cccnc1NC(=O)NC(=O)c1ccc(C(C)(C)C)s1 | -1 | -7% | 2% | 2 | -15% | -2% | -2% | 1% | -40 | 4
45 | CC(=O)Nc1cccc(OC(=O)c2ccoc2C)c1 | -7 | 9% | 1% | -7 | 3% | -2% | 1% | 21% | 4 | 0
46 | COc1ccc2cc1Oc1ccc(cc1)C[C@H]1c3cc(c(OC)cc3CCN1C)Oc1c(OC)c(OC)cc3c1[C@@H](C2)N(C)CC3 | -1 | 9% | -37% | 1 | x | x | x | 13% | 8 | 8

Source: PubChem
